# Compound activity from PubChem.
# Pf growth 48h – P. falciparum growth inhibition at 48 hours (one generation); P. falciparum luciferase growth in erythrocytes, 48 h; Potency, µM (series often up to 28.7 µM), for inactives: top-dose activity change, negative = inhibition, usual class: inhibitors; 5.9% of 310,000 active; note: potency is the fitted concentration of half-maximal effect; % is set by controls: 0 for no effect and ±100 for the full control effect
#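 Parasite viability was followed by luminescence of a genomically integrated firefly luciferase. Cultures held 0.1% parasitemia at 2% hematocrit (final), incubated under 5% CO2 at 37 C.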
# Tb PYK inh – blocks Trypanosoma brucei pyruvate kinase. TbPYK enzyme, Kinase-Glo Plus ATP luminescence, 45 min. 0.12% of 410,000 active. Potency, µM (top dose mostly 76.8 µM), for inactives: at the top dose activity, negative = inhibition, usual class: inhibitors; note: potency is the fitted concentration of half-maximal effect; % is set by controls: 0 for no effect and ±100 for the full control effect; nearly all actives have a fitted effect of over 50% in size
#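 Quantitative HTS: titrated library compounds versus trypanosomal pyruvate kinase in TEA buffer (pH 7.2) containing KCl, MgCl2, BSA and Tween-20. Reactions were initiated with ADP, 130 uM final. Kinase-Glo Plus luminescence was read after 45 min at RT.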
# Cycloheximide cs – affects cycloheximide protein synthesis inhibition readout, counter-screen | cell reporter, cycloheximide protein synthesis inhibition counterscreen | max response, % | 12% of 300,000 active | AID 2314; in the data active = max response mostly above about 13%, no sharp cut-off; inactive = mostly below about 14%; note: read at 38.3 µM for the half of the compounds with a filed dose; 0% is about no effect
# Shiga toxin inh – Shiga toxin inhibition; Vero cells, Shiga toxin protein synthesis inhibition reporter; inhibition, % at 38.7 µM; 9.2% of 290,000 active; in the data active = inhibition mostly above about 28%, no sharp cut-off; inactive = mostly below about 43%; note: 0% is about no effect
# LmPK inh – blocks Leishmania mexicana pyruvate kinase activity. Q27686. purified LmPK, Kinase-Glo ATP luminescence, 1 h. Potency, µM (series often up to 57.5 µM), without a hit: at the highest dose activity change, negative = inhibition, usual class: inhibitors. 0.37% of 290,000 active; note: potency is the fitted concentration of half-maximal effect; % is set by controls: 0 for no effect and ±100 for the full control effect
# Target sequence (Q27686 whole entry, looked up): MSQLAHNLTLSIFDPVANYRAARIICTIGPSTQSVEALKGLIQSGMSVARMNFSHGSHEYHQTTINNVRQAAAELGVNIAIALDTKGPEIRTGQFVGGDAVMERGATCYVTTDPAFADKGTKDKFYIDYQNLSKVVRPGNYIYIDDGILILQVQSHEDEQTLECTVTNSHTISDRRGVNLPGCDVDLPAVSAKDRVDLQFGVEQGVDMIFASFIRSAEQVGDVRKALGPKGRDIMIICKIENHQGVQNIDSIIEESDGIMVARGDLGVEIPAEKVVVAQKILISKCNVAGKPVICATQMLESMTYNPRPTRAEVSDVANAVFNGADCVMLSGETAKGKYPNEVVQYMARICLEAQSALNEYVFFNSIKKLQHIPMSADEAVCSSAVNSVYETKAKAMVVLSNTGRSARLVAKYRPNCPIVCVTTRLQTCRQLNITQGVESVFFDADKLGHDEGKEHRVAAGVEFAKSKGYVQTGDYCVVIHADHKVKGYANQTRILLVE
#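 Pyruvate kinase activity monitored as ATP production (luciferase luminescence). Conditions: 0.1 nM enzyme, 0.5 mM PEP, 0.1 mM ADP, 1 h, RT; normalized against uninhibited and no-enzyme wells.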
# AMA1-RON2 inh – disrupts binding of P. falciparum AMA1 to RON2 | AlphaScreen AMA1-biotinylated RON2 peptide binding | Potency, µM (top dose mostly 58.2 µM), without a hit: at the top dose activity change, negative = inhibition, hits mostly inhibitors | 0.2% of 360,000 active;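 note: potency is the fitted concentration of half-maximal effect; 0% = vehicle wells and -100% = peptide control; nearly all actives have a fitted effect of over 45% in size; some results filed as inactive show a strong effect at the top dose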
#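 AMA1 (3D7) with his tag at 25 nM final met compounds first, then biotinylated RON2 peptide at 25 nM; detection used donor plus acceptor beads, 10 µg/mL apiece, read by AlphaScreen after 30 min at room temperature.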
# Pf growth 96h – inhibits malaria parasite growth, 96 h. P. falciparum luciferase reporter growth, 96 h. Potency, µM (top dose mostly 28.7 µM), for inactives: at the top dose activity change, negative = inhibition, usual class: inhibitors. 6.9% of 320,000 active. AID 504834; note: potency is the fitted concentration of half-maximal effect; % is set by controls: 0 for no effect and ±100 for the full control effect
#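 Plates of compound plus infected erythrocytes (2% hematocrit, 0.05% parasitemia final) incubate 96 hours, 37 C, 5% CO2. Detection reagent added; reduced luminescence from the parasites' luciferase reporter flags inhibition.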
# Active calls of the source: *; u = inconclusive; x = not tested or not shown; & = joins results of further samples; [ ] = another dose, or the depositor's remark. Unless noted, calls come from the whole dose curve; as a rule, active = well fitted curve in the direction sought with a large enough effect; inconclusive = small, poorly fitted or top-dose-only effect, or another doubt; inactive = no such curve, though single readings can be large; an effect the other way counts as inactive or inconclusive.
SMILES,Pf growth 48h,Tb PYK inh,Cycloheximide cs,Shiga toxin inh,LmPK inh,AMA1-RON2 inh,Pf growth 96h
CC1CCN(C(=O)c2ccc(NC(=O)c3cccs3)cc2)CC1,u,0%,-3,4,1%,-3%,37%[activator]
COc1ccc(N/N=C(\C#N)C(=O)NCCc2ccc(OC)c(OC)c2)cc1,-2%,0%,3,10,5%,-9%,0%
COCc1nnc(NS(=O)(=O)c2ccc(F)cc2)s1,28%,-2%,-3,-8,-2%,-4%,-19%
CN1C(C(=O)NCC2CC2)CC2Cn3c(nc4ccccc43)C21 (centres undefined),-24%,-9%,x,x,x,-5%,57%[activator]
O=C(c1ccccc1)N1CCN(C(=O)c2ccccc2)CC1,31%[activator],-3%,6,-5,-2%,3%,-27%
CN(Cc1ccccc1)C(=O)c1ccco1,17%,-1%,11,25,-2%,-11%,12µM*
Cc1cc(NC(=O)CCCC(=O)O)nc(C)n1,22%,2%,-5,-6,4%,u,-28%[5.75 µM]
Cc1nc(Cc2nnc(SC(C)C(=O)Nc3cccc(C#N)c3)o2)cs1 (centres undefined),16%,0%,x,x,x,32%[activator],3%
Cc1ccc(NC(=O)CSCC(=O)N2CCN(C(=O)c3ccco3)CC2)cc1,13%,2%,x,x,x,-7%,u
Cc1nn(-c2ccccc2)c(N2CCCCC2)c1/C=N/O,-16%,-1%,-4,-26,-2%,-2%,6%
COC(=O)C1=C(C)NC(=O)/C1=C\c1cc(C)n(-c2ccc(F)cc2)c1C,8%,1%,-3,-10,-1%,-17%,u
Cc1ccc(S(=O)(=O)N2CCC(C(=O)Nc3nnc(-c4ccc(F)cc4)s3)CC2)cc1,0%,0%,5,-3,1%,1%,-16%
COc1cc(OC)cc(C(=O)N[C@H](C(=O)Nc2ccc3c(c2)OCO3)C(C)C)c1,-15%,-3%,12,-18,-5%,-22%,-16%
CCOc1ccc(C(=O)Cc2cc3cccc(OC)c3oc2=O)cc1,-19%,0%,-2,-4,0%,9%,0%
S=c1nc(C2CC2)[nH]c2ccccc12,-9%,-10%,-3,15,-2%,89%[activator],x
CC(C)NC(=O)NC(=O)COc1cccc2c1OC(C)(C)C2,0%,-2%,-5,-15,-2%,1%,-15%[5.75 µM]
CCCC(=O)NCCc1nc2ccccc2n1CCC,11%,0%,10,-8,-1%,2%,39%[activator]
COc1ccc(CCNCc2sccc2C)cc1,-2%,-3%,-3,-2,-6%,-4%,u
Cc1cc(C)c(C#N)c(SCC(=O)Nc2ccccc2C)n1,-2%,5%,11,9,1%,-7%,-1%
C(#Cc1ccccc1)CN1CCN(c2ccccn2)CC1,-7%,-1%&3%,25*,28,-3%,-25%&4%,u
CCCCNC(C(=O)Nc1ccc(Cl)c([N+](=O)[O-])c1)c1ccccc1 (centres undefined),u,0%,-3,-6,-2%,8%,12µM*
CC(C)Cc1ccc(C(C)C(N)=NCCc2ccccc2)cc1 (centres undefined),u,8%,7,-8,0%,-10%,u
COc1ccc(C2NC(=S)N(c3ccccc3)C(C)=C2C(=O)Nc2ccccc2)cc1 (centres undefined),x,1%,9,19,0%,33%[activator],u
Cc1ccnc(NS(=O)(=O)c2ccc(NC(=O)Cc3cccs3)cc2)n1,6%,-10%,0,-2,5%,-22%,x
Cc1nc(NCC2CCCO2)c2nnn(Cc3ccccc3)c2n1 (centres undefined),0%,2%,13,-7,4%,-4%,-3%
CCOc1ccc(NC(=O)CN(C)C(=O)/C=C/c2ccco2)cc1OCC,-1%,1%,x,x,x,3%,-4%
O=C(N/N=C/c1ccc[nH]1)c1cc(-c2ccc(Cl)cc2)nc2ccccc12,u,-4%,9,10,0%,21%,u
Cc1cccc(C(=O)NCC(=O)N2CCN(c3ccc(Cl)cc3)CC2)c1,u,-1%,-6,4,-1%,-6%,0%
CC1CCC(NC(=O)COc2ccccc2C(N)=O)CC1 (centres undefined),24%,4%,-2,-23,1%,-15%,x
Oc1ccc(CCC2CCCCN2Cc2nc(C3CC3)no2)cc1 (centres undefined),-28%,-1%,8,-1,7%,10%,-23%
O=C(NCc1cccs1)c1csc2c1CCCCC2,35%[activator],-24%,21*,19,5%,-4%,u
COc1ccc(Br)cc1C(=O)Nc1ccc(Cc2ccncc2)cc1,u,-5%,-5,-7,4%,-1%,u
Cc1ccc(C(=O)NCC(=O)OC(C)C(=O)Nc2ccc(N3CCOCC3)cc2)s1 (centres undefined),9%,-2%,21,17,-10%,0%,16%
Cc1ccc(C(=O)NC(=S)NCc2cccnc2)c(C)c1,u,-1%,0,5,5%,-3%,4%
CC(C)c1ccc(NC(=O)COC(=O)c2cc(=O)[nH]c3ccccc23)cc1,46%[activator],-13%,x,x,x,12%,37%[activator]
O=C(COC(=O)CCCC1=NS(=O)(=O)c2ccccc2N1)Nc1ccccc1,-18%,0%,-2,-7,-1%,10%,-42%
Cn1c(=O)n(Cc2ccccc2Br)c2ccccc21,-17%,3%,-2,-3,3%,-10%,-5%
C=Cn1cc[n+](CC(=O)c2ccc(Cl)c(Cl)c2)c1,u,-1%,-2,x,0%,-6%,-18%
CCOCCCn1c(SCC(=O)Nc2cc(C(C)(C)C)nn2-c2ccccc2)nc2ccccc2c1=O,13µM*,0%,1,-6,-4%,-1%[2.32 µM],u
O=C(Nc1ccon1)Nc1ccccc1C(F)(F)F,-26%,0%,14,19,1%,18%,-2%
Cc1ccc(S(=O)(=O)Nc2nc3cc(C)c(C)cc3[nH]2)cc1,9%,2%,-1,-11,-1%,-5%,-12%
CN(C)c1nc(SCCOC(=O)Nc2ccccc2)nc(N(C)C)n1,u,-2%,8,-6,5%,23%,-15%
Cc1ccc(Sc2cc(C)nc(-c3ccccn3)n2)cc1,u,1%,31*,46,0%,5%,u
COc1ccc(NC(=S)N(CCCN2CCCCC2)Cc2cccs2)cc1,u,19%,-4,-4,1%,0%,12µM*
CCN(CC(=O)Nc1ccccc1OC)C(=O)CSCc1c(C)noc1C,3%,-4%,-1,-2,-6%,16%,-6%

# Reformatted: results already given
# Each structure is followed by: Pf growth 48h | Tb PYK inh | Cycloheximide cs | Shiga toxin inh | LmPK inh | AMA1-RON2 inh | Pf growth 96h
- CCOCCCn1c(SCC(=O)Nc2cc(C(C)(C)C)nn2-c2ccccc2)nc2ccccc2c1=O
→ 13µM* | 0% | 1 | -6 | -4% | -1%[2.32 µM] | u
- O=C(Nc1ccon1)Nc1ccccc1C(F)(F)F
→ -26% | 0% | 14 | 19 | 1% | 18% | -2%
- Cc1ccc(S(=O)(=O)Nc2nc3cc(C)c(C)cc3[nH]2)cc1
→ 9% | 2% | -1 | -11 | -1% | -5% | -12%
- CN(C)c1nc(SCCOC(=O)Nc2ccccc2)nc(N(C)C)n1
→ u | -2% | 8 | -6 | 5% | 23% | -15%
- Cc1ccc(Sc2cc(C)nc(-c3ccccn3)n2)cc1
→ u | 1% | 31* | 46 | 0% | 5% | u
- COc1ccc(NC(=S)N(CCCN2CCCCC2)Cc2cccs2)cc1
→ u | 19% | -4 | -4 | 1% | 0% | 12µM*

# Remaining list, next part.
SMILES,Pf growth 48h,Tb PYK inh,Cycloheximide cs,Shiga toxin inh,LmPK inh,AMA1-RON2 inh,Pf growth 96h
CC1CCCN(C(=O)Cn2cnc3c2c(=O)n(C)c(=O)n3C)C1 (centres undefined),x,1%,-2,8,-4%,37%[activator],23%
COc1ccc(OCC(=O)Nc2ccc(S(=O)(=O)N3CCN(C)CC3)cc2)cc1,u,-2%,-2,-7,3%,0%,u
Cc1ccc(N(C(=O)c2csnn2)C(C(=O)NC2CCCC2)c2ccccn2)cc1 (centres undefined),9%,-1%,-3,-7,-8%,15%,-5%
O=C(CSc1nnc(-c2ccncc2)n1-c1ccc(Cl)cc1)Nc1ccc(C(=O)O)cc1,10%,-7%,-3,18,12%[11.5 µM],-1%,37%[activator]
COc1ccc(C2=C(CN(C)C)C(c3ccccc3)c3ccccc3O2)cc1 (centres undefined),4.7µM*,-4%,-5&-5,-3&-23,5%&-5%,u,2.6µM*
COCCn1c(SCC(=O)NNC(=O)c2ccc(OC)c(OC)c2)nc2ccccc2c1=O,-5%,1%,-2,14,2%,62%[activator],-2%
CCc1nnc(NC(=O)COc2ccccc2[N+](=O)[O-])s1,30%[activator],1%,10*,18,5%,-8%,56%[activator]
C(=C\c1ccccc1)/C=N/Nc1nncc(-c2ccccc2)n1,21%,x,9,-5,0%,x,29%
C/C(=N\N=C1/NC(=O)C(C)S1)c1ccco1 (centres undefined),7%,-3%,-1,-6,-2%,56%[activator],u
CCCC(=O)Nc1ccccc1N1CCN(C(=O)c2ccccc2)CC1,u,-11%,-11,-15,5%,11%,-1%
CCCCNC(=O)CCc1nc2cccnc2n1Cc1ccc(OC)cc1,x,3%,1,-16,3%,-2%,-7%
COc1ccc(/C=N/NC(=O)COc2cccc3cccnc23)cc1OC,-29%,2%,9,-4,1%,4%,u
COc1ccc2[nH]c(=O)c(CN(C(=O)COc3ccccc3)C(C)C)cc2c1,-21%,-2%,-7,-5,-2%,1%,-26%
O=c1c(Cc2ccc(F)cc2)c(O)ccn1Cc1cccc(Cl)c1,12µM*,-5%,-1,-6,-1%,-1%,13µM*
O=C(CNC(=O)Cc1ccccc1)N=Nc1c(O)[nH]c2ccc(Br)cc12,49%[activator],2%,-2,4,4%,u,0%
CCCc1cc(=O)[nH]c(SCC(=O)N2CCc3ccccc3C2)n1,u,-22%,x,x,x,8%,-28%
COc1ccc(NC(=O)COc2ccc(/C=N/NC(=O)c3cccnc3)cc2OC)cc1,9%,1%,10,32*,2%,27%,28%
COc1ccc(S(=O)(=O)N2CCN(c3ccccc3)CC2)cc1,17%,5%,2,-1,-2%,-8%,32%[activator]
O=C(Nc1ccccc1Cl)NC1(C(=O)N2CCCC2)CCCCC1,-13%,-2%,0,19,3%,4%,5%
Cn1c(=O)cc(SCC(=O)NCCC2=CCCCC2)c2ccccc21,55%[activator],-13%,-2,-14,5%,-1%,5%
Cc1ccc(OC(=O)c2ccccc2C(=O)OCC(F)(F)C(F)F)cc1,x,-9%,12,12,4%,51%[activator],x
O=C(/C=C/c1ccco1)OCc1nnc(-c2ccccc2)o1,12%,-3%,18,15,14%,-1%,35%[activator]
O=C(CNS(=O)(=O)c1cccs1)NCc1ccccc1,u,-3%,13,-17,2%,16%,0%
COc1ccc(C(=O)N2CCCC2)cc1,x,-3%,16,-8,10%,-2%,-8%
Cn1c(N2CCCCC2)nc2c1c(=O)n(Cc1cccc(Br)c1)c(=O)n2C,6%,8%,-3,-14,3%,-3%,x
O=C(Nc1ccc(S(=O)(=O)N2CCCC2)cc1)C1CCCCC1,13%,4%,-3,1,3%,-1%,29%
CCCS(=O)(=O)c1c(S(=O)(=O)CCC)c2c(N)cccn2c1C(=O)c1ccc(Br)cc1,12µM*,-6%,0,-4,1%,4%,-24%
O=C(CCNS(=O)(=O)c1ccccc1)OCc1nnc(-c2ccccc2)o1,69%[activator],6%,x,x,x,-17%,97%[activator]
N=C1C(c2ccccc2)=C(O)CN1c1ccccc1N1CCOCC1,-4%,-9%,-7,-22,-3%,-5%,u
COc1cc(C(=O)Nc2ccc3oc(-c4cccnc4)nc3c2)cc(OC)c1OC,-16%,4%,7,12,-2%,-2%&4%,u
